Screening results from PubChem BioAssay.
TcdB inh: blocks C. difficile toxin B glycohydrolase activity; P18177; inhibition, % at 9.99 µM; TcdB glycohydrolase enzymatic assay, plate reader; AID 652162; 0.24% of 350,000 active; in the data active = inhibition above about 10%
Mtb BioA inh: inhibitors of Mycobacterium tuberculosis BioA enzyme. purified M. tuberculosis BioA enzyme, plate reader. inhibition, % at 9.99 µM. 0.096% of 360,000 active. AID 602481; in the data active = inhibition above about 40%
* marks the source's active call; other numbers are inactive results; & = joins results of further samples. An excerpt, so the mix of outcomes need not match the whole.

Order of values – TcdB inh	Mtb BioA inh
COc1ccc(S(=O)(=O)N(C)C[C@H]2Oc3ccc(NC(=O)CCC(F)(F)F)cc3CC(=O)N([C@H](C)CO)C[C@H]2C)cc1
    1.4	-1.4
Cc1noc(C)c1NC(=O)N(C)C[C@H]1Oc2c(NC(=O)C3CC3)cccc2C(=O)N([C@@H](C)CO)C[C@@H]1C
    0.4	-2.9
C[C@H](CO)N1C[C@H](C)[C@@H](CN(C)S(=O)(=O)c2ccc(F)cc2)OCCCC[C@H](C)Oc2ccc(NS(=O)(=O)c3ccc(Cl)cc3)cc2C1=O
    0.3	0.9
COc1cccc(-c2ccc3n(c2=O)C[C@H]2[C@H](CO)[C@@H](C(=O)NCC4CC4)N(C(=O)NC(C)C)[C@@H]32)c1
    -1.3	-0.4
C[C@@H]1CN([C@H](C)CO)C(=O)c2cc(C#Cc3cccnc3)cnc2O[C@H]1CN(C)C(=O)CC1CC1
    -0.8	19
C[C@H]1CN([C@@H](C)CO)C(=O)c2cc(NC(=O)Nc3ccc(F)cc3)ccc2O[C@H]1CN(C)C(=O)Nc1ccc(F)cc1
    1.7	11
O=C(c1ccc(F)cc1)N1C[C@H]2[C@@H](c3ccccc31)[C@@H](CO)N2Cc1ccc2c(c1)OCO2
    -0.1	-1.5
CN1C(=O)c2cc(NS(=O)(=O)c3ccc(Cl)cc3)ccc2OC[C@H]2O[C@H](CC(=O)N3CCc4ccccc4C3)CC[C@H]21
    -0.7	2.1
C[C@@H]1CCCCO[C@H](CN(C)C(=O)CCC(F)(F)F)[C@H](C)CN([C@@H](C)CO)C(=O)c2cc(NC(=O)Cc3ccccc3)ccc2O1
    0.7	-0.7
O=C(CCN1CCCCC1)NCC[C@@H]1CC[C@@H](NC(=O)C2CCC2)[C@@H](CO)O1
    0.4	-0.8
CN(C)CC(=O)Nc1ccc2c(c1)[C@H]1C[C@@H](CC(=O)NCc3ccccn3)O[C@H](CO)[C@H]1O2
    0.2	-0.7
O=C(O)C[C@@H]1C[C@H]2c3cc(NC(=O)c4ccc5c(c4)OCO5)ccc3O[C@H]2[C@@H](CO)O1
    -0.2	0.1
CN1C(=O)c2cc(NC(=O)c3cccs3)ccc2OC[C@@H]2O[C@H](CC(=O)O)CC[C@@H]21
    -1.2	-0.2
CC(C)NC(=O)Nc1cccc2c1O[C@H](CN(C)Cc1ccc(C(=O)O)cc1)[C@H](C)CN([C@H](C)CO)C2=O
    -1.2	-6.9
C[C@@H]1CN([C@@H](C)CO)C(=O)c2cc(NC(=O)C3CCCCC3)ccc2O[C@@H](C)CCCCO[C@@H]1CN(C)Cc1ccccc1
    -0.7	-0.3

(further entries)
Order of values – TcdB inh	Mtb BioA inh
C[C@@H]1CN([C@@H](C)CO)C(=O)c2cc(NS(=O)(=O)c3ccc(Cl)cc3)ccc2O[C@@H](C)CCCCO[C@H]1CN(C)Cc1ccccc1
    -1.3	2.0
COCC#Cc1cnc2c(c1)C(=O)N([C@H](C)CO)C[C@@H](C)[C@@H](CN(C)C(C)=O)O2
    -1.2	0.6
N#C[C@@H]1[C@H](c2ccc(C#Cc3ccccc3F)cc2)[C@H](CO)N1C(=O)C1CCOCC1
    -0.1	-3.1
COCC(=O)N1CCCCN2[C@H](C1)[C@H](c1ccc(-c3ccc(F)cc3)cc1)[C@@H]2CO
    0.1	3.3
C[C@@H]1CN([C@H](C)CO)C(=O)c2cccc(NC(=O)Nc3ccc4c(c3)OCO4)c2O[C@H]1CN(C)Cc1ccc(Cl)c(Cl)c1
    0.7	0.1
CO[C@@H]1CN(C)C(=O)c2cc(NS(=O)(=O)c3ccccc3)ccc2OC[C@H](C)NC[C@H]1C
    0.8	-1.6
CCCNC(=O)C[C@@H]1CC[C@@H]2[C@H](COc3ccc(NC(=O)NC(C)C)cc3C(=O)N2C)O1
    0.0	-4.3
COC(=O)C[C@@H]1CC[C@H](NC(=O)c2ccccc2)[C@@H](CO)O1
    0.8&-1.2	0.2
C[C@H](CO)N1C[C@H](C)[C@@H](CN(C)CC2CCCCC2)Oc2ccc(NC(=O)CCN3CCOCC3)cc2CC1=O
    -0.5	7.4
CO[C@H]1CN(C)C(=O)c2cc(NC(C)=O)ccc2OC[C@@H](C)N(Cc2ccccc2C(=O)O)C[C@H]1C
    -0.5	0.6
CN1C(=O)c2cc(NC(=O)c3cccc(F)c3)ccc2OC[C@@H]2O[C@@H](CC(=O)NCc3ccccc3Cl)CC[C@@H]21
    -0.5	-2.5
C[C@H]1CN([C@@H](C)CO)C(=O)Cc2cc(NC(=O)Nc3cccc4ccccc34)ccc2O[C@H]1CN(C)Cc1ccc(Oc2ccccc2)cc1
    -0.1	-2.9
C[C@H]1CN([C@@H](C)CO)C(=O)c2cc(NC(=O)Cc3cn(C)c4ccccc34)ccc2O[C@@H]1CN(C)C(=O)Nc1cccc2ccccc12
    -0.9	0.9
O=C(C[C@H]1C[C@@H]2c3cc(NC(=O)c4ccc5c(c4)OCO5)ccc3O[C@@H]2[C@@H](CO)O1)NCc1cccnc1
    -0.9	0.6
CO[C@H]1CN(C)C(=O)c2ccc(NC(=O)C3CCOCC3)cc2OC[C@@H](C)N(C(C)=O)C[C@@H]1C
    -0.8	-0.8

The list goes on:
Order of values – TcdB inh	Mtb BioA inh
COC(=O)[C@@H]1[C@@H](CO)[C@@H]2Cn3c(ccc(-c4ccccc4F)c3=O)[C@H]1N2
    1.6	-0.8
CO[C@@H]1CN(C)C(=O)c2cc(NC(=O)C3CCCC3)ccc2OC[C@@H](C)N(C(=O)CC2CC2)C[C@@H]1C
    -1.9	0.0
CCC(=O)N1C[C@H](C)[C@H](OC)CN(C)C(=O)c2cc(NC(=O)Nc3cccc(F)c3)ccc2OC[C@@H]1C
    0.3	1.2
Cc1noc(C)c1S(=O)(=O)Nc1ccc2c(c1)C(=O)N([C@@H](C)CO)C[C@H](C)[C@H](CN(C)Cc1ccncc1)OCCCC[C@@H](C)O2
    1.6	-2.1
C[C@@H]1CN([C@@H](C)CO)S(=O)(=O)c2ccc(-c3cccc(C#N)c3)cc2O[C@@H]1CN(C)C(=O)Nc1cc(F)ccc1F
    -1.1	1.0
C[C@H]1CN([C@@H](C)CO)S(=O)(=O)c2ccc(C#CCN(C)C)cc2O[C@@H]1CN(C)C
    1.0	-3.6
C[C@H](CO)N1C[C@H](C)[C@@H](CN(C)Cc2ccccc2)Oc2ncc(C#CCN(C)C)cc2C1=O
    -0.3	0.4
C[C@H]1CN([C@@H](C)CO)S(=O)(=O)c2ccc(-c3cncnc3)cc2O[C@H]1CN(C)C(=O)C1CCC1
    0.2	2.5
C[C@@H]1CN([C@@H](C)CO)C(=O)c2cc(NS(=O)(=O)c3ccc(Cl)cc3)ccc2O[C@@H]1CN(C)Cc1ccncc1
    -0.6	-0.2
C[C@@H]1CN([C@H](C)CO)C(=O)Cc2cc(NC(=O)Cc3cn(C)c4ccccc34)ccc2O[C@@H]1CN(C)CC1CCCCC1
    -1.1	-2.1
CC(C)CC#Cc1cnc2c(c1)C(=O)N([C@@H](C)CO)C[C@@H](C)[C@H](CN(C)Cc1ccc(F)cc1)O2
    1.4	1.8
COc1ccc(NC(=O)Nc2cccc3c2O[C@H](CN(C)S(=O)(=O)c2cn(C)cn2)[C@@H](C)CN([C@@H](C)CO)C3=O)cc1
    -8.6	2.0
COc1ccc(CN(C)C[C@H]2Oc3ccc(NC(=O)Cc4ccccc4)cc3CC(=O)N([C@@H](C)CO)C[C@@H]2C)cc1
    0.9	-2.0
COc1ccc(C(=O)Nc2ccc3c(c2)C(=O)N(C)[C@@H]2CC[C@@H](CC(=O)NCC4CC4)O[C@H]2CO3)cc1
    1.1	1.4
CC(=O)N(C)C[C@H]1Oc2cc(/C=C/c3ccccc3)ccc2S(=O)(=O)N([C@@H](C)CO)C[C@@H]1C
    5.6	2.6

One compound at a time, from the list above. Order of values: TcdB inh, Mtb BioA inh
C[C@H](CO)N1C[C@H](C)[C@@H](CN(C)Cc2ccccc2)Oc2ncc(C#CCN(C)C)cc2C1=O across the screens: -0.3, 0.4
C[C@@H]1CN([C@@H](C)CO)S(=O)(=O)c2ccc(-c3cccc(C#N)c3)cc2O[C@@H]1CN(C)C(=O)Nc1cc(F)ccc1F across the screens: -1.1, 1.0

Next part
Order of values – TcdB inh	Mtb BioA inh
C[C@@H]1CN([C@H](C)CO)S(=O)(=O)c2ccc(/C=C/c3ccccc3)cc2O[C@@H]1CN(C)Cc1cncnc1
    0.2	1.7
CC(C)COC(=O)N(C)C[C@@H]1OCc2ccccc2-c2c(n(C)c3ccccc23)C(=O)N([C@@H](C)CO)C[C@@H]1C
    0.9	6.2
Cc1ccc(S(=O)(=O)Nc2cccc3c2O[C@@H](CN(C)Cc2ccc(C(F)(F)F)cc2)[C@@H](C)CN([C@H](C)CO)C3=O)cc1
    0.2	-1.8
CCCNC(=O)Nc1ccc2c(c1)C(=O)N(C)C[C@H](OC)[C@H](C)CN(C(=O)C1CC1)[C@H](C)CO2
    0.4	4.0
COc1ccc(NC(=O)Nc2ccc3c(c2)C(=O)N([C@@H](C)CO)C[C@H](C)[C@H](CN(C)Cc2ccc(C(F)(F)F)cc2)OCCCC[C@@H](C)O3)cc1
    -0.5	-0.5
O=C(C[C@@H]1C[C@H]2c3cc(NC(=O)C4CCC4)ccc3O[C@H]2[C@@H](CO)O1)NCc1cccnc1
    -3.0	-3.5
C[C@H](CO)N1C[C@H](C)[C@@H](CN(C)Cc2ccc(Cl)c(Cl)c2)OCCCC[C@H](C)Oc2ccc(NC(=O)c3ccccc3)cc2C1=O
    0.4	0.4
C[C@@H]1CCCCO[C@@H](CN(C)C(=O)Nc2cccc3ccccc23)[C@H](C)CN([C@@H](C)CO)C(=O)c2cc(NS(C)(=O)=O)ccc2O1
    -11	0.2
COc1ccc(S(=O)(=O)Nc2ccc3c(c2)C(=O)N([C@@H](C)CO)C[C@@H](C)[C@H](CN(C)S(=O)(=O)c2cn(C)cn2)OCCCC[C@H](C)O3)cc1
    1.2	-0.3
CCCNC(=O)C[C@@H]1CC[C@H]2[C@@H](COC[C@H](O)CN2C(=O)C2CCOCC2)O1
    0.1	-0.4
C[C@H](CO)N1C[C@H](C)[C@@H](CN(C)S(=O)(=O)c2ccc(Cl)cc2)Oc2c(NC(=O)Nc3ccccc3)cccc2C1=O
    -0.7	1.3
C[C@@H]1CN([C@@H](C)CO)C(=O)c2cccc(NC(=O)Nc3ccccc3)c2O[C@H]1CN(C)C
    0.0	0.9
N#C[C@@H]1[C@H](c2ccccc2)[C@@H](CO)N1C(=O)Nc1cccc(F)c1
    -0.9	4.4
C[C@@H]1CN([C@H](C)CO)C(=O)Cc2cc(NC(=O)Nc3ccccc3)ccc2O[C@H]1CN(C)Cc1ccc(Oc2ccccc2)cc1
    0.0	0.0
COc1ccc(S(=O)(=O)N(C)C[C@@H]2Oc3ccc(NC(=O)Cc4cn(C)c5ccccc45)cc3CC(=O)N([C@H](C)CO)C[C@@H]2C)cc1
    -0.5	-1.3

Next section:
Order of values – TcdB inh	Mtb BioA inh
COc1cccc(CN2[C@H](CO)[C@H]3c4ccccc4N(C(=O)CC(F)(F)F)C[C@H]32)c1
    0.1	1.2
O=C(CN1CCOCC1)N[C@@H]1CC[C@H](CCNC(=O)C2CCCCC2)O[C@@H]1CO
    -2.3	2.6
CCNC(=O)C[C@H]1CC[C@H]2[C@@H](COC[C@H](O)CN2C(=O)Nc2c(C)noc2C)O1
    1.4	-8.2
O=C(c1ccccn1)N1C[C@@H]2[C@H](c3ccccc31)[C@H](CO)N2C(=O)C1CCCCC1
    -1.0	4.0
O=C(CCN1CCCCC1)N[C@H]1CC[C@H](CCNS(=O)(=O)c2ccccc2)O[C@@H]1CO
    0.2	-1.0
C[C@@H]1CN([C@@H](C)CO)C(=O)c2cc(NS(=O)(=O)c3ccc(F)cc3)ccc2O[C@@H]1CN(C)C(=O)Nc1cccc2ccccc12
    0.4	-0.8
O=C(C[C@@H]1CC[C@H]2[C@@H](COC[C@H](O)CN2C(=O)c2ccncc2)O1)NC1Cc2ccccc2C1
    -1.8	-0.7
C[C@@H]1CCCCO[C@@H](CN(C)C(=O)c2ccncc2)[C@H](C)CN([C@@H](C)CO)C(=O)c2cc(NC(=O)C3CCCCC3)ccc2O1
    -0.2	0.1
COc1ccc(S(=O)(=O)N(C)C[C@H]2Oc3ccc(NC(=O)Nc4ccccc4)cc3CC(=O)N([C@H](C)CO)C[C@H]2C)cc1
    0.2	-1.6
C[C@H](CO)N1C[C@H](C)[C@H](CN(C)Cc2ccc(C(=O)O)cc2)OCCCC[C@H](C)Oc2ccc(NC(=O)Nc3cccc4ccccc34)cc2C1=O
    -3.4	2.3
CCCC(=O)Nc1ccc2c(c1)OC[C@H](C)N(Cc1ccccc1)C[C@H](C)[C@H](OC)CN(C)C2=O
    0.7	9.1
COc1cccc(S(=O)(=O)N[C@@H]2CC[C@@H](CCNC(=O)Cc3ccncc3)O[C@H]2CO)c1
    -0.3	-1.1

A run of entries from the list above, as a working copy:
Order of values – TcdB inh	Mtb BioA inh
COc1cccc(CN2[C@H](CO)[C@H]3c4ccccc4N(C(=O)CC(F)(F)F)C[C@H]32)c1
    0.1	1.2
O=C(CN1CCOCC1)N[C@@H]1CC[C@H](CCNC(=O)C2CCCCC2)O[C@@H]1CO
    -2.3	2.6
CCNC(=O)C[C@H]1CC[C@H]2[C@@H](COC[C@H](O)CN2C(=O)Nc2c(C)noc2C)O1
    1.4	-8.2
O=C(c1ccccn1)N1C[C@@H]2[C@H](c3ccccc31)[C@H](CO)N2C(=O)C1CCCCC1
    -1.0	4.0
O=C(CCN1CCCCC1)N[C@H]1CC[C@H](CCNS(=O)(=O)c2ccccc2)O[C@@H]1CO
    0.2	-1.0
C[C@@H]1CN([C@@H](C)CO)C(=O)c2cc(NS(=O)(=O)c3ccc(F)cc3)ccc2O[C@@H]1CN(C)C(=O)Nc1cccc2ccccc12
    0.4	-0.8
